Sm TGR inh = inhibitors of Schistosoma mansoni thioredoxin glutathione reductase; purified TGR, DTNB reduction, TNB absorbance 405 nm; AID 485364; Potency, µM (top dose mostly 114 µM), for the others: at the highest dose activity change, negative = inhibition, most hits filed as inhibitors; Q962Y6; 3% of 360,000 active; note: nearly all actives have a fitted effect of over 60% in size
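Kinetic colorimetric format: TGR-catalysed, NADPH-driven DTNB reduction monitored via TNB absorbance. Enzyme dispensed at 20 nM; compound exposure 15 min at room temperature before reaction start.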
HCV inh = blocks hepatitis C virus; Potency, µM (series often up to 41.8 µM), for inactives: top-dose activity change, negative = inhibition, hits mostly inhibitors; 3.4% of 340,000 active; Huh7.5.1 HCVcc-Cre infection, luciferase reporter, 44 h; AID 651820
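Reporter virus HCVcc-Cre (~0.5 moi) infects cells exposed to compound; seeding density 1,000 cells/well with 4 h settling beforehand. Luminescence, 15 sec read, taken 44 h post-infection following a 15 min RT substrate incubation.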
Pf growth 96h = P. falciparum growth inhibition at 96 hour, primary screen for plastid delayed-death inhibitors | Potency, µM (top dose mostly 28.7 µM), inactives show at the top dose activity change, negative = inhibition, actives largely listed as inhibitors | P. falciparum luciferase reporter growth, 96 h | 6.9% of 320,000 active
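Two-generation exposure (96 h) targets delayed-death phenotype. Reporter parasites carrying integrated firefly luciferase, in red cells at 2% hematocrit and 0.05% parasitemia final, kept at 37 C, 5% CO2; luminescence loss indicates inhibition.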
LmPK inh = blocks Leishmania mexicana pyruvate kinase activity; Q27686; purified LmPK, Kinase-Glo ATP luminescence, 1 h; Potency, µM (doses to about 57.5 µM), without a hit: top-dose activity change, negative = inhibition, actives largely listed as inhibitors; 0.37% of 290,000 active; AID 1721
Target sequence (Q27686 whole entry, looked up): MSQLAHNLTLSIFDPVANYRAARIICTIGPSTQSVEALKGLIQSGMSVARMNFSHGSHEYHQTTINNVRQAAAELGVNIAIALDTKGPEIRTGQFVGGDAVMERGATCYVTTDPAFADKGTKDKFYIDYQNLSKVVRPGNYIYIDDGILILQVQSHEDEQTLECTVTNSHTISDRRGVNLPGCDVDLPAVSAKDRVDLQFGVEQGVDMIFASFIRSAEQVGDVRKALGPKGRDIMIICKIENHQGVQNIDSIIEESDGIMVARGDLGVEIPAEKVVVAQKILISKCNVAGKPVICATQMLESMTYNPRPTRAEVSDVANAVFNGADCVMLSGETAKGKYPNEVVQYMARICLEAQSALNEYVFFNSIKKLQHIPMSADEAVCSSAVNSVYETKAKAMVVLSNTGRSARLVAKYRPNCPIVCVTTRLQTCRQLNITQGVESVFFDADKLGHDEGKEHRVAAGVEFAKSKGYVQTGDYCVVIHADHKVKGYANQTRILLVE
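Kinase-Glo luminescence read after 1 h RT reaction of 0.1 nM LmPK with 0.5 mM PEP and 0.1 mM ADP. Activity scaled between uninhibited and enzyme-free controls.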
Tb PYK inh = inhibitors of Trypanosoma brucei pyruvate kinase; Potency, µM (top dose mostly 76.8 µM), for inactives: top-dose activity, negative = inhibition, actives largely listed as inhibitors; TbPYK enzyme, Kinase-Glo Plus ATP luminescence, 45 min; Q57TT1; AID 624173; 0.12% of 410,000 active; note: nearly all actives have a fitted effect of over 50% in size
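Enzyme and substrate buffer are dispensed first and compound is pin-transferred. ADP at 130 uM final then starts the reaction, which runs 45 min at room temperature. Detection reagent is added for 10 min before luminescence is imaged.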
Pf growth 48h = P. falciparum growth inhibition at 48 hours (one generation). P. falciparum luciferase growth in erythrocytes, 48 h. Potency, µM (top dose mostly 28.7 µM), without a hit: at the top dose activity change, negative = inhibition, hits mostly inhibitors. 5.9% of 310,000 active
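Firefly luciferase activity from engineered P. falciparum reports growth; inhibitors lower the luminescent signal. Cultures contained 2% hematocrit erythrocytes at 0.1% final parasitemia.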
* = called active by the depositor; ? = inconclusive; nt = not tested or not shown; & = joins results of further samples; [ ] = another dose, or the depositor's remark. Calls come from the whole dose curve; as a rule, active = well fitted curve in the direction sought with a large enough effect; inconclusive = small, poorly fitted or top-dose-only effect, or another doubt; inactive = no such curve, though single readings can be large; an effect the other way counts as inactive or inconclusive. % is set by controls: 0 for no effect and ±100 for the full control effect; potency is the fitted concentration of half-maximal effect. Not a hit list; 16% or so of the library scored in one or more.

Second line of a record – Sm TGR inh	HCV inh	Pf growth 96h	LmPK inh	Tb PYK inh	Pf growth 48h
CCOc1ccc(-c2ccc(SCC(=O)NCC3CCCO3)nn2)cc1 (configuration not stated)
    -3.5%	1.9%	450.6%[activator]	0.4%	-1.0%	100.3%[activator]
Cc1ccc2c(n1)sc1c(-c3ccc(Br)cc3)c(C#N)c(N)nc12
    -20.4%	8.0%	-5.4%	-2.6%	-2.9%	-5.6%
CCOC(=O)CCc1c(C)c2c(C)nn(-c3ccccc3)c2[nH]c1=O
    6.2%	-19.0%	?	4.5%	-3.8%	-1.0%
CSc1ncccc1C(=O)Nc1nc(C(C)(C)C)cs1
    -0.5%	?	10.1%	11.1%	-1.2%	7.8%
CCOC(=O)c1nn(-c2ccc(F)cc2)c2c1CC/C2=C/c1ccccc1
    -3.2%	?	14.8%	-1.3%	-13.8%	-8.3%
O=[N+]([O-])c1ccc(Cc2nnc(-c3ccccc3Cl)o2)cc1
    0.0%	-13.7%	?	-6.8%	-8.2%	387.8%[activator]
O=C(O)CN(c1ccc(F)cc1)S(=O)(=O)c1ccc2c(c1)OCCO2
    3.8%	2.2%	-5.4%	1.9%	-2.5%	44.6%[activator]
Cc1ccc(NC(=O)C(c2ccccc2)C2CCCC2)cc1 (configuration not stated)
    -11.8%	-5.2%	?	0.5%	-2.3%	-26.2%
CSCCC(NC(=O)c1ccccc1)C(=O)NNC(=O)c1csc(N2CCOCC2)n1 (configuration not stated)
    -20.2%	3.7%	39.0%[activator]	-1.9%	-1.3%	20.2%
CCN(CC)CCCNC(=O)c1ccc2c(=O)n(Cc3ccc4c(c3)OCO4)c(=S)[nH]c2c1
    -14.9%	?	?	-0.1%	?	?
CC(=O)OCC1=C(C(=O)O)N2C(=O)C(NC(=O)C(C)Cn3cc(Cl)cn3)C2SC1 (configuration not stated)
    28.2µM*	21.9%	?	-2.4%	-5.5%	?
COc1ccc(NC(=O)c2cn(C)c(=O)c3cc(OC)c(OC)cc23)cc1OC
    8.1%	-4.3%	19.6%	0.8%	-3.0%	-4.8%
CCc1ccc(NC(=O)COC(=O)c2ccc(Cl)c(S(=O)(=O)N3CCCCCC3)c2)cc1
    0.2%	8.2%	25.5%	-1.2%	3.2%	10.9%
O=C(Nc1ccccc1N1CCOCC1)c1cc(Br)c(Br)s1
    11.4%	0.9%	32.1%	7.2%	2.7%	83.0%[activator]
Cc1nn(-c2ccccc2)c(Cl)c1/C=N/Nc1nc2ccccc2n1C
    -29.1%	-7.3%	?	-2.7%	-27.5%	-66.9%
Cc1ccc(NC(=S)Nc2ccccn2)c(C)c1
    ?	?	?	-5.8%	-9.2%	57.9%[activator]
Cc1ccc(-n2nc3c(=O)n(C(C)C(=O)NCc4ccccc4Cl)nc(C)c3c2C)cc1 (configuration not stated)
    16.0%	?	?	-0.4%	2.4%	?
O=C(C1CCCN1S(=O)(=O)c1cccc2cccnc12)N1CCc2ccccc2C1 (configuration not stated)
    1.3%	2.2%	-3.7%	9.0%	-2.9%	nt
O=C(CC(Sc1ccc(Br)cc1)C(=O)O)c1ccc(Br)cc1 (configuration not stated)
    0.282µM*	nt	?	1.3%	nt	nt
COCCn1nnnc1C(c1cc(OC)ccc1OC)N1CCc2ccccc2C1 (configuration not stated)
    -17.2%	-26.1%&4.8%	nt	-1.7%	-1.1%	?
COc1ccc(CNC(=O)NC(C)(C)c2cccc(C(C)(C)NC(=O)NCc3ccc(OC)cc3)c2)cc1
    -2.8%	7.5%	-18.6%	-2.6%	5.0%	-11.7%
CC(=O)c1ccc(NC(=O)N2CCN(c3cccc(Cl)c3)CC2)cc1
    -7.5%	12.6µM*	?	1.5%	-2.3%	4.65µM*
COc1cccc(NC(=O)Cn2cc3c(n2)CCCCC3)c1
    -5.4%	11.3%	2.9%	5.2%	-5.9%	nt
O=S(=O)(/N=C(/Nc1ccccn1)c1ccccc1)c1ccc(Cl)cc1
    8.3%	0.5%	49.3%[activator]	-0.3%	2.5%	21.6%
c1ccc(-n2c(SCc3nc(-c4cccs4)no3)nnc2-c2ccco2)cc1
    44.7µM*	?	-0.2%	-9.8%	5.4%	?
CCCCNS(=O)(=O)c1ccc2c(c1)oc(=O)n2CC(=O)OCC
    -7.4%	6.4%	?	13.0%	-2.6%	nt
CCC(C)NC(=O)C1CCN(S(=O)(=O)c2cccs2)CC1 (configuration not stated)
    19.6%	-5.5%	nt	4.3%	1.2%	-8.4%
CC(=O)N1CCc2cc(C(=O)CN3CCCN(Cc4ccc(F)cc4)C3)ccc21
    44.7µM*	nt	?	0.8%	nt	nt
O=C(Cn1cnc2scc(-c3cccc([N+](=O)[O-])c3)c2c1=O)NCc1ccco1
    -13.6%	?	?	5.5%	2.7%	8.4%
C[C@@H]1CN=C2N(CCNC(=O)CCC3CCCCC3)[C@H](Cc3ccc(O)cc3)CN21
    5.01µM*	11.5%	13.1µM*	-2.8%	?	5.1%
CC(C)CNC(=O)NC(=O)COC(=O)c1cc(F)cc(F)c1
    -7.5%	-3.2%	3.6%	0.7%	2.9%	2.6%
Oc1cc2cc(CCN3CCN(c4nsc5ccccc45)CC3)c(Cl)cc2[nH]1
    nt	nt	10.7µM*	nt	0.8%	13.5µM*
Cc1ccc(C)c(S(=O)(=O)Nc2ccc(O)c(Sc3ncn[nH]3)c2)c1
    50.1µM*	-5.4%	4.8%	0.4%	-11.7%	3.3%
CC(CCc1ccccc1)NC(=O)CN(C)Cc1ccccc1F (configuration not stated)
    -3.5%	-9.6%	?	0.8%	0.3%	-12.5%
Nc1ncc(Br)cc1S(=O)(=O)NCCC(=O)NC1CCCCC1
    0.8%	-3.4%	-11.9%	5.8%	-6.3%	3.3%
COc1ccc(CNC(=O)CN(Cc2ccco2)C(=O)CCC(=O)Nc2ccccn2)cc1
    2.0%	-32.6%	-12.1%	-0.3%	-0.8%	15.0%
COc1ccc(C2(O)CCN(CC(=O)Nc3nc(-c4ccccc4)cs3)CC2)cc1
    13.3%	?	58.6%[activator]	-2.3%	4.0%	?

Structures listed so far that have a COOH group (three):
Second line of a record – Sm TGR inh	HCV inh	Pf growth 96h	LmPK inh	Tb PYK inh	Pf growth 48h
O=C(O)CN(c1ccc(F)cc1)S(=O)(=O)c1ccc2c(c1)OCCO2
    3.8%	2.2%	-5.4%	1.9%	-2.5%	44.6%[activator]
CC(=O)OCC1=C(C(=O)O)N2C(=O)C(NC(=O)C(C)Cn3cc(Cl)cn3)C2SC1 (configuration not stated)
    28.2µM*	21.9%	?	-2.4%	-5.5%	?
O=C(CC(Sc1ccc(Br)cc1)C(=O)O)c1ccc(Br)cc1 (configuration not stated)
    0.282µM*	nt	?	1.3%	nt	nt

Single records (already shown).
`Nc1ncc(Br)cc1S(=O)(=O)NCCC(=O)NC1CCCCC1` across the screens: Sm TGR inh = 0.8%; HCV inh = -3.4%; Pf growth 96h = -11.9%; LmPK inh = 5.8%; Tb PYK inh = -6.3%; Pf growth 48h = 3.3%
`Cc1ccc(C)c(S(=O)(=O)Nc2ccc(O)c(Sc3ncn[nH]3)c2)c1` across the screens: Sm TGR inh = 50.1µM*; HCV inh = -5.4%; Pf growth 96h = 4.8%; LmPK inh = 0.4%; Tb PYK inh = -11.7%; Pf growth 48h = 3.3%
`CC(C)CNC(=O)NC(=O)COC(=O)c1cc(F)cc(F)c1` across the screens: Sm TGR inh = -7.5%; HCV inh = -3.2%; Pf growth 96h = 3.6%; LmPK inh = 0.7%; Tb PYK inh = 2.9%; Pf growth 48h = 2.6%

High-throughput results: PubChem, National Center for Advancing Translational Sciences (NCATS)
